Source: PubChem BioAssay
MC4R ag barr: human MC4R agonism via beta-arrestin. AID 540308. activation, % at 8.9 µM. actives 0.98% (n = 360,000). U2OS MC4R beta-arrestin complementation, luminescence; percent of melanotan II response, DMSO zero. P32245;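 active means activation above a per-plate cutoff, the mean activation of sample wells on that plate plus 3 SD, cut at about 8% in these data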
Target sequence (P32245 whole entry, looked up): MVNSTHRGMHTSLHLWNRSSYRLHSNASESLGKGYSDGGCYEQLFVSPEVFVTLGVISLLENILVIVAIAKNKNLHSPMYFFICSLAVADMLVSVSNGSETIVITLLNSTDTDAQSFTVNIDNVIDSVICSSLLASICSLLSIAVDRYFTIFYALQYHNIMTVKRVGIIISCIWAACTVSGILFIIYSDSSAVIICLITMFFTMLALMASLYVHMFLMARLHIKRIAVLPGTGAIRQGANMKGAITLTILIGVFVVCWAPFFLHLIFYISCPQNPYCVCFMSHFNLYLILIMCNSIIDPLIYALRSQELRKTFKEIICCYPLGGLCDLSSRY
NCOA2 inhibitor: inhibits human steroid receptor coactivator 2; Q15596; HEK293 GAL4-SRC2 luciferase reporter, luminescence; inhibition, % at 9 µM; actives 0.17% (n = 370,000);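 active means inhibition above the mean inhibition of all tested compounds plus 3 SD, set per campaign, cut at about 52% in these data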;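 further: 0% = DMSO treated cells and 100% = cells given Gossypol at 36 µM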
SRC3 inh: inhibits human SRC3 coactivator; Q9Y6Q9; HEK293 GAL4-SRC3 luciferase reporter, luminescence; inhibition, % at 3.6 µM; actives 0.17% (n = 360,000); AID 588352;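 active means inhibition above a per-campaign cutoff, the mean of all compounds plus 3 SD, cut at about 60% in these data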;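 further: 0% = DMSO-treated cells and 100% = gossypol-treated cells at 36 µM; higher means less SRC3-driven luciferase light from the GAL4 reporter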
TLR9-MyD88 inh: blocks human TLR9 binding to MyD88. inhibition, % at 4.98 µM. CHO BLA complementation TLR9-MyD88, CCF4 FRET ratio. actives 0.21% (n = 340,000). AID 504734;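 active means inhibition above the mean over all tested compounds plus 3 SD, cut at about 21% in these data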;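 further: 0% = DMSO only wells and 100% = clavulanate BLA inhibitor control wells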
NOD2-RIPK2 inh: blocks binding of human NOD2 to RIPK2 | O43353 | CHO BLA complementation NOD2-RIPK2, CCF4 ratio | inhibition, % at 4.98 µM | actives 0.38% (n = 360,000); in the data active means inhibition above about 21%;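 further: 0% = vehicle only and 100% = reference blocker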
Target sequence (O43353 whole entry, looked up): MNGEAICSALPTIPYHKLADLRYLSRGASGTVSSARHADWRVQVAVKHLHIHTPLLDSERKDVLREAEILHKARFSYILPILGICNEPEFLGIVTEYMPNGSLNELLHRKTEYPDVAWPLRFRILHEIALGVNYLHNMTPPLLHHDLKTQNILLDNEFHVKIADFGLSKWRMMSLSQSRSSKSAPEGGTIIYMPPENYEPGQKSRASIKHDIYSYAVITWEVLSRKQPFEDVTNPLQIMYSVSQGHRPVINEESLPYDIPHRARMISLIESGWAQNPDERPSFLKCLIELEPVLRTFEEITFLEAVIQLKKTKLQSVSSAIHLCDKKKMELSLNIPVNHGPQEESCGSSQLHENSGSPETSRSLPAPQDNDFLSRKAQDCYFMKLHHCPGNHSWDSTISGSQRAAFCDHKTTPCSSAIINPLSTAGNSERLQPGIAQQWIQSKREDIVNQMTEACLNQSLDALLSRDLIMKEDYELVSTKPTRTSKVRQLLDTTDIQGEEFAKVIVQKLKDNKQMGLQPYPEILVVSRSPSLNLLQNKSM
LRH-1 inv ag: suppresses constitutive activity of human LRH-1. O00482. HEK293T StAR-luciferase reporter, LRH-1 transfected, 24 h. inhibition, % at 3.6 µM. actives 0.13% (n = 360,000). AID 602396;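 active means inhibition above the mean inhibition of all tested compounds plus 3 SD, cut at about 73% in these data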;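 further: 0% = DMSO wells and 100% = reporter-only cells lacking LRH-1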
ABHD5-PLIN5 inh: ABHD5-PLIN5 protein interaction inhibition | Q00G26+Q8WTS1 | Split G. princeps luciferase complementation, luminescence, 4 h | inhibition, % at 4 µM | actives 0.78% (n = 360,000) | AID 602281;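 active means inhibition above the mean inhibition across every tested compound plus 3 SD, cut at about 22% in these data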;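 further: 0% = DMSO only wells and the 100% control is not disclosed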
NR2F2 inh: blocks human COUP-TFII nuclear receptor; P24468; inhibition, % at 8.6 µM; actives 0.7% (n = 370,000); HEK293T NGFI-A luciferase reporter, luminescence;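 active means inhibition above a per-plate cutoff, mean inhibition of test wells between control levels plus 3 SD, cut at about 38% in these data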;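 further: cells cotransfected with COUP-TFII expression vector driving the NGFI-A reporter; 0% = median of COUP-TF2 test wells and 100% = reporter-only cells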
NCOA1 inh: inhibits human SRC1 coactivator; Q15788; HEK293 GAL4-SRC1 luciferase reporter, luminescence; inhibition, % at 3.6 µM; actives 0.12% (n = 360,000); AID 588354;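 active means inhibition above the campaign mean plus 3 SD, with each screening campaign given its own cutoff, cut at about 60% in these data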;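 further: 0% = DMSO treated cells and 100% = gossypol at 36 µM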
LMP1 NFkB inh: inhibitors of Epstein-Barr LMP1-induced NF-kappaB reporter. LMP1-induced NF-kappaB luciferase reporter cells, luminescence. actives 0.69% (n = 350,000). inhibition, % at 12.5 µM; in the data active means inhibition above about 41%;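 further: 0% = neutral control wells and 100% = reference inhibitor control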
MC4R antag cAMP: antagonists of human melanocortin 4 receptor (MC4R); MC4R-expressing cells, MTII-stimulated cAMP, LANCE TR-FRET; inhibition, % at 6.5 µM; actives 0.48% (n = 360,000);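 active means inhibition above its plate's cutoff, the mean of tested wells on that plate plus 3 SD, cut at about 29% in these data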;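 further: 0% = Melanotan II alone and 100% = Melanotan II plus saturating MCL0020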
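System: U2OS cells stably expressing human melanocortin 4 receptor (MC4R). Reagent: Melanotan II challenge after compound preincubation. Doses: 6.5 µM. Times: 30-min compound, 1-h challenge, 1-h detection, room temperature. Measured by: TR-FRET with Eu-cAMP and labeled anti-cAMP, 671 nm. Replicates: singlicate.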
* hit, by the source's call; & = joins results of further samples. A portion of the library, so the mix of outcomes need not match the whole.

Start of the data: the first two records, to show the layout:
Results for N#Cc1ccc(N=c2ssnc2Cl)cc1 ?
MC4R ag barr: -1.3&-2.4; NCOA2 inhibitor: -8; SRC3 inh: -10&-5; TLR9-MyD88 inh: 7&8; NOD2-RIPK2 inh: -2&3; LRH-1 inv ag: 7&1; ABHD5-PLIN5 inh: -3&-2; NR2F2 inh: 10; NCOA1 inh: -30&-8; LMP1 NFkB inh: -1&1; MC4R antag cAMP: 13&-2

Results for O=C(C/C=N/OCc1ccc(F)cc1Cl)c1cnc(-c2ccccc2)s1 ?
MC4R ag barr: 0.8; NCOA2 inhibitor: 23; SRC3 inh: -5; TLR9-MyD88 inh: 7; NOD2-RIPK2 inh: -9; LRH-1 inv ag: 15; ABHD5-PLIN5 inh: 7; NR2F2 inh: 2; NCOA1 inh: -5; LMP1 NFkB inh: -6; MC4R antag cAMP: 3

The whole of this part, repeating the preview:
Results for N#Cc1ccc(N=c2ssnc2Cl)cc1 ?
MC4R ag barr: -1.3&-2.4; NCOA2 inhibitor: -8; SRC3 inh: -10&-5; TLR9-MyD88 inh: 7&8; NOD2-RIPK2 inh: -2&3; LRH-1 inv ag: 7&1; ABHD5-PLIN5 inh: -3&-2; NR2F2 inh: 10; NCOA1 inh: -30&-8; LMP1 NFkB inh: -1&1; MC4R antag cAMP: 13&-2

Results for O=C(C/C=N/OCc1ccc(F)cc1Cl)c1cnc(-c2ccccc2)s1 ?
MC4R ag barr: 0.8; NCOA2 inhibitor: 23; SRC3 inh: -5; TLR9-MyD88 inh: 7; NOD2-RIPK2 inh: -9; LRH-1 inv ag: 15; ABHD5-PLIN5 inh: 7; NR2F2 inh: 2; NCOA1 inh: -5; LMP1 NFkB inh: -6; MC4R antag cAMP: 3

Results for O=c1ccc2c(o1)/C(=C/C=C(Cl)Cl)CCC2 ?
MC4R ag barr: -1.3; NCOA2 inhibitor: -14; SRC3 inh: 11; TLR9-MyD88 inh: 3; NOD2-RIPK2 inh: -1; LRH-1 inv ag: -2; ABHD5-PLIN5 inh: 7; NR2F2 inh: -2; NCOA1 inh: -33; LMP1 NFkB inh: 4; MC4R antag cAMP: 2

How did COc1ccccc1-c1nnc(SCC(=O)N2CC(C)CC(C)C2)o1 (stereo not given) do in these assays?
MC4R ag barr: -0.9; NCOA2 inhibitor: -9; SRC3 inh: -6; TLR9-MyD88 inh: -12; NOD2-RIPK2 inh: -11; LRH-1 inv ag: 3; ABHD5-PLIN5 inh: 1; NR2F2 inh: -7; NCOA1 inh: -22; LMP1 NFkB inh: -6; MC4R antag cAMP: 10

How did NC(=O)c1ncn([C@@H]2O[C@H](CNCc3cc(Cl)ccc3OCc3ccc(Cl)cc3)[C@@H](O)[C@H]2O)n1 do in these assays?
MC4R ag barr: -1.4; NCOA2 inhibitor: 6; SRC3 inh: -11; TLR9-MyD88 inh: 9; NOD2-RIPK2 inh: -3; LRH-1 inv ag: 19; ABHD5-PLIN5 inh: 5; NR2F2 inh: -1; NCOA1 inh: 20; LMP1 NFkB inh: -5; MC4R antag cAMP: -3

Results for CN(C)c1ccc(C(=O)c2ccc(N(C)C)c(N)c2)cc1N ?
MC4R ag barr: 0.0; NCOA2 inhibitor: -39; SRC3 inh: -29; TLR9-MyD88 inh: 9; NOD2-RIPK2 inh: -5; LRH-1 inv ag: -34; ABHD5-PLIN5 inh: -1; NR2F2 inh: -9; NCOA1 inh: -43; LMP1 NFkB inh: -19; MC4R antag cAMP: 1

Results for Cc1cccc(NC(=O)CCn2c(=O)oc3ccccc32)c1 ?
MC4R ag barr: -1.2; NCOA2 inhibitor: 6; SRC3 inh: -8; TLR9-MyD88 inh: 3; NOD2-RIPK2 inh: -3; LRH-1 inv ag: 2; ABHD5-PLIN5 inh: 2; NR2F2 inh: 10; NCOA1 inh: 11; LMP1 NFkB inh: -2; MC4R antag cAMP: 0

Results for C1=C(c2sc3ccccc3c2-c2ccc(OCCN3CCOCC3)cc2)CCCC1 ?
MC4R ag barr: -0.6; NCOA2 inhibitor: 12; SRC3 inh: 8; TLR9-MyD88 inh: -6; NOD2-RIPK2 inh: 6; LRH-1 inv ag: -11; ABHD5-PLIN5 inh: -5; NR2F2 inh: -4; NCOA1 inh: 4; LMP1 NFkB inh: -9; MC4R antag cAMP: 13

What do the screens show for `COc1ccc(CCN(C)C(=O)c2cc(-c3ccccc3)nc3ccccc23)cc1OC`?
MC4R ag barr: -3.5; NCOA2 inhibitor: 8; SRC3 inh: 2; TLR9-MyD88 inh: -3; NOD2-RIPK2 inh: -8; LRH-1 inv ag: 9; ABHD5-PLIN5 inh: -4; NR2F2 inh: -4; NCOA1 inh: 4; LMP1 NFkB inh: 0; MC4R antag cAMP: 3

How did CCc1ccc(NC(=O)CS(=O)CC(=O)N2CCN(c3ccccc3F)CC2)cc1 (stereo not given) do in these assays?
MC4R ag barr: -0.8; NCOA2 inhibitor: -9; SRC3 inh: 6; TLR9-MyD88 inh: 1; NOD2-RIPK2 inh: 7; LRH-1 inv ag: 2; ABHD5-PLIN5 inh: 0; NR2F2 inh: 1; NCOA1 inh: 8; LMP1 NFkB inh: -3; MC4R antag cAMP: 4

What do the screens show for `CC(=O)NC(=S)Nc1ccc2oc(=O)ccc2c1`?
MC4R ag barr: -1.9; NCOA2 inhibitor: -9; SRC3 inh: -7; TLR9-MyD88 inh: -8; NOD2-RIPK2 inh: 4; LRH-1 inv ag: 8; ABHD5-PLIN5 inh: -3; NR2F2 inh: -24; NCOA1 inh: -10; LMP1 NFkB inh: 3; MC4R antag cAMP: -8

Results for Cc1cc(C(=O)C(C(c2ccccc2)N2CCOCC2)N2CCOCC2)ccc1Cl (stereo not given) ?
MC4R ag barr: -0.9; NCOA2 inhibitor: -20; SRC3 inh: -12; TLR9-MyD88 inh: -2; NOD2-RIPK2 inh: -1; LRH-1 inv ag: -25; ABHD5-PLIN5 inh: 5; NR2F2 inh: -13; NCOA1 inh: -20; LMP1 NFkB inh: -3; MC4R antag cAMP: 4

How did CSCC(=O)N1CCCC(N2CCN(c3ccc(F)cc3)CC2)C1 (stereo not given) do in these assays?
MC4R ag barr: 0.1; NCOA2 inhibitor: -12; SRC3 inh: -10; TLR9-MyD88 inh: 7; NOD2-RIPK2 inh: -4; LRH-1 inv ag: 6; ABHD5-PLIN5 inh: -10; NR2F2 inh: -1; NCOA1 inh: -7; LMP1 NFkB inh: -1; MC4R antag cAMP: 2

What do the screens show for `COc1cc2c(cc1OC)CN(CC(=O)Nc1ccccc1C(=O)NCc1ccccc1)CC2`?
MC4R ag barr: -0.7; NCOA2 inhibitor: 10; SRC3 inh: -8; TLR9-MyD88 inh: -1; NOD2-RIPK2 inh: 2; LRH-1 inv ag: -27; ABHD5-PLIN5 inh: 13; NR2F2 inh: -9; NCOA1 inh: 0; LMP1 NFkB inh: 7; MC4R antag cAMP: 13

What do the screens show for `COc1cccc(C(=O)NCCCn2ccnc2)c1`?
MC4R ag barr: -3.4; NCOA2 inhibitor: 1; SRC3 inh: 18; TLR9-MyD88 inh: 9; NOD2-RIPK2 inh: 0; LRH-1 inv ag: 20; ABHD5-PLIN5 inh: 4; NR2F2 inh: 21; NCOA1 inh: -9; LMP1 NFkB inh: 4; MC4R antag cAMP: -2

Results for COCCCN1C(=O)CS/C1=N\S(=O)(=O)c1ccccc1 ?
MC4R ag barr: -2.1; NCOA2 inhibitor: 15; SRC3 inh: 14; TLR9-MyD88 inh: 4; NOD2-RIPK2 inh: 8; LRH-1 inv ag: 13; ABHD5-PLIN5 inh: -4; NR2F2 inh: -3; NCOA1 inh: 3; LMP1 NFkB inh: -2; MC4R antag cAMP: 10

Results for CCOc1ccc(-n2nnnc2-c2nc3ccccc3s2)cc1 ?
MC4R ag barr: 0.9; NCOA2 inhibitor: -20; SRC3 inh: -3; TLR9-MyD88 inh: -1; NOD2-RIPK2 inh: -8; LRH-1 inv ag: -50; ABHD5-PLIN5 inh: 1; NR2F2 inh: 26; NCOA1 inh: -5; LMP1 NFkB inh: 3; MC4R antag cAMP: 0

What do the screens show for `Cc1ccc(N(C(=O)C2CCCC2)C2C=CS(=O)(=O)C2)cc1` (stereo not given)?
MC4R ag barr: -1.1; NCOA2 inhibitor: -20; SRC3 inh: 3; TLR9-MyD88 inh: 11; NOD2-RIPK2 inh: 0; LRH-1 inv ag: 11; ABHD5-PLIN5 inh: 0; NR2F2 inh: 7; NCOA1 inh: -7; LMP1 NFkB inh: -4; MC4R antag cAMP: 5

How did COc1cc(NC(=O)c2nccnc2N)cc(C(=O)Nc2cccc(C(F)(F)F)c2)c1 do in these assays?
MC4R ag barr: 2.2&-1.1; NCOA2 inhibitor: -1&2; SRC3 inh: -7&-16; TLR9-MyD88 inh: -47&-9; NOD2-RIPK2 inh: 16&-9; LRH-1 inv ag: 2&2; ABHD5-PLIN5 inh: 0&4; NR2F2 inh: -1&4; NCOA1 inh: -11&-38; LMP1 NFkB inh: -34&-8; MC4R antag cAMP: 9&6

How did Cc1ccc(S(=O)(=O)NCCCN2CCCC2)cc1 do in these assays?
MC4R ag barr: -1.5; NCOA2 inhibitor: 7; SRC3 inh: -27; TLR9-MyD88 inh: 6; NOD2-RIPK2 inh: 3; LRH-1 inv ag: -28; ABHD5-PLIN5 inh: -3; NR2F2 inh: 12; NCOA1 inh: -19; LMP1 NFkB inh: -13; MC4R antag cAMP: 2

Results for CCC1Nc2ncnc(N3CCc4ccccc4C3)c2N(Cc2ccc(Br)cc2)C1=O (stereo not given) ?
SRC3 inh: 16; NOD2-RIPK2 inh: 4; LRH-1 inv ag: 7; ABHD5-PLIN5 inh: 11; NCOA1 inh: 7

Results for OC(COc1ccc2c(c1)CCC2)CN1CCN(c2cccc(Cl)c2)CC1 (stereo not given) ?
MC4R ag barr: 4.8; NCOA2 inhibitor: -23; SRC3 inh: 0; TLR9-MyD88 inh: 6; NOD2-RIPK2 inh: -5; LRH-1 inv ag: 0; ABHD5-PLIN5 inh: -9; NR2F2 inh: 8; NCOA1 inh: 1; LMP1 NFkB inh: -1; MC4R antag cAMP: 1

Results for COCCCNC(=O)c1cc(C)nc2ccc(F)cc12 ?
MC4R ag barr: 0.4; NCOA2 inhibitor: -32; SRC3 inh: -14; TLR9-MyD88 inh: 4; NOD2-RIPK2 inh: 0; LRH-1 inv ag: -4; ABHD5-PLIN5 inh: -2; NR2F2 inh: 4; NCOA1 inh: 6; LMP1 NFkB inh: -3; MC4R antag cAMP: 4
